Screening data as filed in PubChem.
Yfh1-depleted yeast = enhancers of respiration in Yfh1-depleted yeast, dose response, Friedreich's ataxia, plus single-dose screen (AID 1465). S. cerevisiae Yfh1-off respiration, WST-1 reduction, 72 h; higher fold induction means a stronger effect. fold induction at 50 µM; hits with a dose series show EC50 in µM. 220,000 compounds, 0.074% hits;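 active means fold induction of absorbance versus untreated yeast above a set limit, then at least 30% activation at any dose in follow-up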;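 further: activators that raise dye reduction in frataxin-depleted yeast; strong numbers were not always called active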
LYP inhibition = PTPN22 lymphoid phosphatase activity blockers – biochemical, fluorescence intensity, uHTS (AID 1779). recombinant LYP phosphatase, fluorescence intensity; higher % means a stronger effect. inhibition, % at 11.5 µM; hits with a dose series show IC50 in µM. 290,000 compounds, 0.054% hits; in the data active means inhibition above about 50%;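 further: plate controls were vehicle with enzyme for no effect and no enzyme for full effect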
* hit, by the source's call. Some of the compounds tested; count on the stated rates, not on these rows.

Results for COc1ccc(CN2[C@@H](CC(=O)O)c3cc(F)ccc3S2(=O)=O)cc1 ?
Yfh1-depleted yeast: inactive

How did Cc1cccc(OCC(O)CNC(=O)c2ccccc2C(=O)O)c1 (configuration not stated) do in these assays?
Yfh1-depleted yeast: inactive

What do the screens show for `COC(=O)c1oc2ccc(Br)cc2c1NC(=O)CN1CCN(C)CC1`?
Yfh1-depleted yeast: inactive

Results for c1ccc(CSc2nnc(-c3ccccc3)c(-c3ccccc3)n2)cc1 ?
Yfh1-depleted yeast: inactive

How did CCN1C(=O)N[C@@H](c2cccc(C(F)(F)F)c2)C(C(C)=O)=C1C do in these assays?
Yfh1-depleted yeast: inactive

Results for COc1ccc([C@H]2/C=C\CN(Cc3ccc(N(C)C)cc3)[C@@H](C)C(=O)N2Cc2ccc(F)cc2)cc1 ?
Yfh1-depleted yeast: inactive

How did COc1cc([C@@H]2c3cc4c(cc3[C@@H](O[C@@H]3O[C@@H]5CO[C@@H](C)O[C@H]5[C@H](O)[C@H]3O)[C@H]3COC(=O)[C@H]23)OCO4)cc(OC)c1O do in these assays?
Yfh1-depleted yeast: inactive

Results for CCO[C@@H]1OC(C(N)=O)=C[C@H](C2CC2)[C@H]1CCCO ?
Yfh1-depleted yeast: inactive

What do the screens show for `COc1ccc(-c2coc3cc(O)ccc3c2=O)cc1`?
Yfh1-depleted yeast: inactive

Results for CCCC/C=C/C(NC(=O)c1ccc(-c2ccccc2)cc1)c1ccccc1 (configuration not stated) ?
Yfh1-depleted yeast: inactive

Results for Cc1ccc(S(=O)(=O)Cn2nnnc2C(C(C)C)N2CCN(C(=O)c3ccco3)CC2)cc1 (configuration not stated) ?
Yfh1-depleted yeast: inactive

How did COC(=O)c1cc(C#N)c(Oc2ccccc2)nc1C do in these assays?
Yfh1-depleted yeast: inactive

What do the screens show for `S=C(NCCSCc1ccc(Cl)c(Cl)c1)Nc1ccccc1`?
Yfh1-depleted yeast: inactive

What do the screens show for `CN1C(C)(C)CC(NC(=O)CCC(=O)NC2CC(C)(C)N(C)C(C)(C)C2)CC1(C)C`?
Yfh1-depleted yeast: inactive

What do the screens show for `CCOC(=O)C1Nc2c(F)cc(C)cc2C2C=CCC12` (configuration not stated)?
Yfh1-depleted yeast: inactive

Results for COC(C[C@@H]1O[C@H]1C(=O)COCc1ccccc1)OC ?
Yfh1-depleted yeast: inactive

Results for Brc1ccc(-c2noc3c2-c2nc(-c4ccccc4)sc2CC3)cc1 ?
Yfh1-depleted yeast: inactive

What do the screens show for `CC(C)(C)OC(=O)NCCCC1=CC2=CC(=O)C(C)(O)C(=O)C2=CO1` (configuration not stated)?
Yfh1-depleted yeast: inactive

What do the screens show for `CC(C)=CCc1c(O)cc2c(=O)c3ccc(O)cc3oc2c1O`?
Yfh1-depleted yeast: inactive

What do the screens show for `Cc1ccc(-n2c(-c3ccncc3)nnc2-c2cccs2)cc1`?
Yfh1-depleted yeast: inactive

What do the screens show for `C=C1CCN([C@@H](Cc2ccccc2)C(=O)NC2CCN(Cc3ccccc3)CC2)S(=O)(=O)c2ccccc21`?
Yfh1-depleted yeast: inactive

What do the screens show for `COc1ccc(CNC(=O)NS(=O)(=O)c2ccc(C)cc2)cc1`?
Yfh1-depleted yeast: inactive

Results for Cc1cc(CNC(=O)C2(C(F)(F)F)C/C(=C\Cc3ccccc3)CCCO2)nn1C (configuration not stated) ?
Yfh1-depleted yeast: inactive

What do the screens show for `O=S1(=O)CCOC[C@H](Cc2ccccc2)N1Cc1ccc(F)cc1`?
Yfh1-depleted yeast: inactive

What do the screens show for `CCCc1nnc(NC(=O)C2CC(=O)N(C3CCCC3)C2)s1` (configuration not stated)?
LYP inhibition: -9%

How did CCOC(=O)CSc1nc2ccc(C)cc2n2cnnc12 do in these assays?
LYP inhibition: -1%

What do the screens show for `COc1ccc(NC(=O)c2cc3ccccc3o2)cc1OC`?
LYP inhibition: -8%

How did CC12CCC(=O)N1C(C(=O)OCc1c(Cl)cccc1Cl)CS2 (configuration not stated) do in these assays?
LYP inhibition: -12%

What do the screens show for `O=C(CN1CCN(c2ccccc2F)CC1)NCc1ccc(Cl)cc1`?
LYP inhibition: -4%

Results for CC1(C)Cc2c(sc(NC(=O)C(=O)N3CCCC3)c2C(=O)O)CO1 ?
LYP inhibition: -8%

Ordered by heavy-atom count (smallest number first): part of the list above.
Results for COC(C[C@@H]1O[C@H]1C(=O)COCc1ccccc1)OC ?
Yfh1-depleted yeast: inactive

How did CCOC(=O)CSc1nc2ccc(C)cc2n2cnnc12 do in these assays?
LYP inhibition: -1%

How did CC12CCC(=O)N1C(C(=O)OCc1c(Cl)cccc1Cl)CS2 (configuration not stated) do in these assays?
LYP inhibition: -12%

What do the screens show for `CC(C)=CCc1c(O)cc2c(=O)c3ccc(O)cc3oc2c1O`?
Yfh1-depleted yeast: inactive

What do the screens show for `O=S1(=O)CCOC[C@H](Cc2ccccc2)N1Cc1ccc(F)cc1`?
Yfh1-depleted yeast: inactive

Results for Brc1ccc(-c2noc3c2-c2nc(-c4ccccc4)sc2CC3)cc1 ?
Yfh1-depleted yeast: inactive

Results for Cc1cc(CNC(=O)C2(C(F)(F)F)C/C(=C\Cc3ccccc3)CCCO2)nn1C (configuration not stated) ?
Yfh1-depleted yeast: inactive

What do the screens show for `C=C1CCN([C@@H](Cc2ccccc2)C(=O)NC2CCN(Cc3ccccc3)CC2)S(=O)(=O)c2ccccc21`?
Yfh1-depleted yeast: inactive

More entries:
Results for CN(C)C(=O)CCC(=O)N(C)CC1CCCN(CCc2ccc(F)cc2)C1 (configuration not stated) ?
LYP inhibition: -6%

How did COc1ccc(C(=O)Nc2ccc(NC(=O)c3cccc(F)c3)cn2)cc1 do in these assays?
LYP inhibition: -9%

Results for CS(=O)(=O)Nc1cccc(C2=NN(C(=O)c3ccco3)C(c3ccco3)C2)c1 (configuration not stated) ?
LYP inhibition: -2%

How did CN(CCc1ccccn1)C(=O)CCC1CCCN(C(=O)c2c(F)ccc(F)c2F)C1 (configuration not stated) do in these assays?
LYP inhibition: -11%

How did CC(NC(=O)CSc1nc2ccccc2n1C)c1ccccc1 (configuration not stated) do in these assays?
LYP inhibition: -10%

What do the screens show for `COC(=O)c1cc(NC(=O)CN2CCc3cc4c(cc3C2)OCCCO4)cc(C(=O)OC)c1`?
LYP inhibition: -10%

What do the screens show for `COc1cccc(C(=O)N2CCN(Cc3ccc(OC)cc3OC)CC2)c1`?
LYP inhibition: 0%

Results for COc1ccc(-c2nn(-c3ccccc3)cc2C(=O)Nc2cccc(C(=O)O)c2)cc1[N+](=O)[O-] ?
LYP inhibition: -2%

Results for CCN1CCN(Cc2c(O)ccc3c(C)cc(=O)oc23)CC1 ?
LYP inhibition: -20%

Results for CN1CCN(C(=O)/C(=C/c2cccnc2)NC(=O)c2cccc(Br)c2)CC1 ?
LYP inhibition: -6%

How did CCc1ccccc1NC(=O)CSc1nnc(CNC(=O)c2ccco2)n1C do in these assays?
LYP inhibition: -7%

How did NC(=O)c1nsc(C(=O)N(Cc2cccnc2)C(C(=O)NCc2ccc(F)cc2)c2ccc(O)cc2)c1N (configuration not stated) do in these assays?
LYP inhibition: -5%

What do the screens show for `COc1ccccc1C(=O)OCCN=C1NS(=O)(=O)c2ccccc21`?
LYP inhibition: -9%

Results for O=C(CCc1ccccc1)NNC(=O)c1ccccc1Cl ?
LYP inhibition: -7%

How did Cc1nnc(NC(=O)CN2CCN(Cc3c(Cl)cccc3Cl)CC2)s1 do in these assays?
LYP inhibition: -7%

Results for COc1ccccc1CC(=O)Nc1ccc(S(=O)(=O)N2CCCC2)cc1 ?
LYP inhibition: -7%

What do the screens show for `CCc1ccccc1NC(=O)C1CCCN(c2ncccn2)C1` (configuration not stated)?
LYP inhibition: -7%

Results for Cc1nnc(CN(C)C(=O)CC2C(=O)NCCN2Cc2ccccc2C)o1 (configuration not stated) ?
LYP inhibition: -9%

Results for O=C(NNC(=O)c1c(O)c2ccccc2[nH]c1=O)c1ccccc1Br ?
LYP inhibition: -2%

What do the screens show for `COc1ccccc1CC(=O)N1CCN(C(=O)c2ccco2)CC1`?
LYP inhibition: -2%

How did COc1ccc(N2CCN(CCCNC(=O)CCC(=O)N3CCOc4ccc(Cl)cc43)CC2)cc1 do in these assays?
LYP inhibition: -16%

What do the screens show for `CC(C)(C)c1ccc(C(=O)Nc2ccc(C(=O)N3CCCC3)cc2)cc1`?
LYP inhibition: -5%

What do the screens show for `COc1cccc(CN(C)C(=O)COc2ccc(C(=O)c3ccc(Cl)cc3)cc2)c1OC`?
LYP inhibition: -2%

Results for CC(C)(C)c1cc(C(=O)N/N=C/c2cc3c(cc2Br)OCO3)n[nH]1 ?
LYP inhibition: -10%

How did O=C1OC(N2C(=O)CC[C@H]2C(=O)Nc2ccc(F)c(F)c2)c2ccccc21 (some centres not stated) do in these assays?
LYP inhibition: -9%

Results for C[C@@H](NC(=O)[C@@H]1Cc2ccccc2CN1)C(=O)NC1CCCCC1 ?
LYP inhibition: -9%

Results for CCOCCCNC(=O)CSc1nnc(-c2ccc(S(=O)(=O)N3CCCC3)cc2)n1C ?
LYP inhibition: -6%

Results for CCCCc1ccc(NC(=S)N2CCN(C(=O)OCC)CC2)cc1 ?
LYP inhibition: -9%

Results for O=C(O)c1ccc(Cl)c(S(=O)(=O)NC(Cc2c[nH]c3ccccc23)C(=O)O)c1 (configuration not stated) ?
LYP inhibition: 2%

How did CCc1cccc(CC)c1NC(=O)CSc1nnc(C2CC2)n1C do in these assays?
LYP inhibition: -3%

How did COc1ccc(S(=O)(=O)N2CCCOC2CNC(=O)C(=O)NCc2ccccn2)cc1 (configuration not stated) do in these assays?
LYP inhibition: -4%

Results for Cc1ccccc1-c1nc(C#N)c(N2CCC(C)CC2)o1 ?
LYP inhibition: -5%

How did Cc1c(C(=O)NCc2ccccc2F)oc2ccccc12 do in these assays?
LYP inhibition: -9%

Results for Cc1cc(C)cc(OCC(=O)N(Cc2ccccc2)C2CCS(=O)(=O)C2)c1 (configuration not stated) ?
LYP inhibition: -2%

Results for CN(C)c1ccc(/C=C(/NC(=O)c2ccccc2)C(=O)NCCN2CCOCC2)cc1 ?
LYP inhibition: 4%

Results for CN(C(=O)CSc1nnc(CNC(=O)c2ccccc2)o1)c1ccccc1 ?
LYP inhibition: -6%

What do the screens show for `COc1ccc(-n2ncc3c(=O)n(CC(C)=O)cnc32)cc1`?
LYP inhibition: -3%

How did CC(=O)N1CCOc2ccc(S(=O)(=O)NCCc3ccc(S(N)(=O)=O)cc3)cc21 do in these assays?
LYP inhibition: -7%

Results for COc1ccc(N2CCN(C(=O)C3CCN(S(=O)(=O)c4c(C)noc4/C=C/N(C)C)CC3)CC2)cc1 ?
LYP inhibition: -10%

How did O=C(Nc1cccc(C(F)(F)F)c1)Nn1cnnc1 do in these assays?
LYP inhibition: -7%

Results for COc1cccc(CNS(=O)(=O)c2ccc(N3CCCC3=O)cc2)c1 ?
LYP inhibition: -1%

What do the screens show for `O=C(Nc1c2c(nn1-c1ccc([N+](=O)[O-])cc1)CS(=O)(=O)C2)C1CC1`?
LYP inhibition: -6%

What do the screens show for `COc1cccc(N2C(=O)CC(N3CCN(c4ccc([N+](=O)[O-])cc4)CC3)C2=O)c1` (configuration not stated)?
LYP inhibition: -8%

How did COc1ccc(C(=O)Cn2cnc3ccccc3c2=O)c(OC)c1 do in these assays?
LYP inhibition: -3%

What do the screens show for `CCc1nn(CC(=O)N2CCN(C)CC2)c(=O)c2cccn12`?
LYP inhibition: -9%

Two entries picked at random from those above, as already listed:
Results for COc1ccc(N2CCN(C(=O)C3CCN(S(=O)(=O)c4c(C)noc4/C=C/N(C)C)CC3)CC2)cc1 ?
LYP inhibition: -10%

Results for CN(C(=O)CSc1nnc(CNC(=O)c2ccccc2)o1)c1ccccc1 ?
LYP inhibition: -6%

(further entries)
Results for COC(=O)c1ccc(/C=C2/SC(=S)N(CCC(=O)NCCCN3CCOCC3)C2=O)cc1 ?
LYP inhibition: 0%

Results for O=C(NCCc1ccccc1)C1CCC(=O)N1CCc1ccccc1 (configuration not stated) ?
LYP inhibition: -12%

How did CCOc1cc(C2NC(=O)NC2=O)ccc1O (configuration not stated) do in these assays?
LYP inhibition: -8%

How did COc1cc(/C=N/n2c(C3CCCCC3)n[nH]c2=S)cc(OC)c1O do in these assays?
LYP inhibition: -1%

What do the screens show for `COc1ccc(NC(=S)N2CCN(S(=O)(=O)c3ccc(F)cc3)CC2)cc1OC`?
LYP inhibition: -7%

How did O=C(CCCNC(=O)c1ccc(Cl)cc1)Nc1ccc(Br)cc1 do in these assays?
LYP inhibition: -2%

What do the screens show for `CC(=O)c1ccc(NC(=O)C[n+]2cccc(C)c2)cc1`?
LYP inhibition: -10%

Results for COc1ccc(CN2CCCC(C(=O)N3CCCCC3)C2)cc1 (configuration not stated) ?
LYP inhibition: -7%

What do the screens show for `COCCN1CCN(C(=O)C2CCC(=O)N(Cc3ccccc3OC)C2)CC1` (configuration not stated)?
LYP inhibition: -3%

Results for O=C(CCS(=O)(=O)c1ccccc1Cl)NCCC1=CCCCC1 ?
LYP inhibition: -3%

What do the screens show for `COc1ccc(OCC(=O)Nc2cc(NC(=O)COc3ccc(OC)cc3)cc(C(=O)O)c2)cc1`?
LYP inhibition: -11%

What do the screens show for `COC(=O)c1cc(C)sc1NC(=O)CSc1ncccn1`?
LYP inhibition: -13%

Results for CCCN(CCC)CCN1C(=O)C2C(C(=O)Nc3ccc(C)cc3)C3C=CC2(O3)C1C(=O)NC1CCCCC1 (configuration not stated) ?
LYP inhibition: -9%

What do the screens show for `Cc1ccc(NC(=O)CSc2ccc(-c3ccccn3)nn2)cc1F`?
LYP inhibition: -3%

What do the screens show for `O=C(Nc1ccc(Cl)cc1Cl)c1ccc2ncsc2c1`?
LYP inhibition: -9%

What do the screens show for `O=c1ccc(-c2ccc(S(=O)(=O)Nc3ccc(F)cc3)s2)n[nH]1`?
LYP inhibition: 1%
